# From PubChem BioAssay
# KDM5B inhibitor = KDM5B demethylase inhibition; Q9UGL1; KDM5B demethylase, FDH-coupled NADH fluorescence (FDH is formaldehyde dehydrogenase); Potency, µM (top dose mostly 57.7 µM), without a hit: top-dose activity change, negative = inhibition, most hits filed as inhibitors; 2.6% of 220,000 active; AID 1347165; active = well fitted inhibition curve with a large enough effect; inconclusive = small, poorly fitted or top-dose-only effect; inactive = no such curve, though single readings can be large or run the other way; note: 0% is about no effect; nearly all actives have a fitted effect of over 70% in size
# Target sequence (Q9UGL1 whole entry, looked up): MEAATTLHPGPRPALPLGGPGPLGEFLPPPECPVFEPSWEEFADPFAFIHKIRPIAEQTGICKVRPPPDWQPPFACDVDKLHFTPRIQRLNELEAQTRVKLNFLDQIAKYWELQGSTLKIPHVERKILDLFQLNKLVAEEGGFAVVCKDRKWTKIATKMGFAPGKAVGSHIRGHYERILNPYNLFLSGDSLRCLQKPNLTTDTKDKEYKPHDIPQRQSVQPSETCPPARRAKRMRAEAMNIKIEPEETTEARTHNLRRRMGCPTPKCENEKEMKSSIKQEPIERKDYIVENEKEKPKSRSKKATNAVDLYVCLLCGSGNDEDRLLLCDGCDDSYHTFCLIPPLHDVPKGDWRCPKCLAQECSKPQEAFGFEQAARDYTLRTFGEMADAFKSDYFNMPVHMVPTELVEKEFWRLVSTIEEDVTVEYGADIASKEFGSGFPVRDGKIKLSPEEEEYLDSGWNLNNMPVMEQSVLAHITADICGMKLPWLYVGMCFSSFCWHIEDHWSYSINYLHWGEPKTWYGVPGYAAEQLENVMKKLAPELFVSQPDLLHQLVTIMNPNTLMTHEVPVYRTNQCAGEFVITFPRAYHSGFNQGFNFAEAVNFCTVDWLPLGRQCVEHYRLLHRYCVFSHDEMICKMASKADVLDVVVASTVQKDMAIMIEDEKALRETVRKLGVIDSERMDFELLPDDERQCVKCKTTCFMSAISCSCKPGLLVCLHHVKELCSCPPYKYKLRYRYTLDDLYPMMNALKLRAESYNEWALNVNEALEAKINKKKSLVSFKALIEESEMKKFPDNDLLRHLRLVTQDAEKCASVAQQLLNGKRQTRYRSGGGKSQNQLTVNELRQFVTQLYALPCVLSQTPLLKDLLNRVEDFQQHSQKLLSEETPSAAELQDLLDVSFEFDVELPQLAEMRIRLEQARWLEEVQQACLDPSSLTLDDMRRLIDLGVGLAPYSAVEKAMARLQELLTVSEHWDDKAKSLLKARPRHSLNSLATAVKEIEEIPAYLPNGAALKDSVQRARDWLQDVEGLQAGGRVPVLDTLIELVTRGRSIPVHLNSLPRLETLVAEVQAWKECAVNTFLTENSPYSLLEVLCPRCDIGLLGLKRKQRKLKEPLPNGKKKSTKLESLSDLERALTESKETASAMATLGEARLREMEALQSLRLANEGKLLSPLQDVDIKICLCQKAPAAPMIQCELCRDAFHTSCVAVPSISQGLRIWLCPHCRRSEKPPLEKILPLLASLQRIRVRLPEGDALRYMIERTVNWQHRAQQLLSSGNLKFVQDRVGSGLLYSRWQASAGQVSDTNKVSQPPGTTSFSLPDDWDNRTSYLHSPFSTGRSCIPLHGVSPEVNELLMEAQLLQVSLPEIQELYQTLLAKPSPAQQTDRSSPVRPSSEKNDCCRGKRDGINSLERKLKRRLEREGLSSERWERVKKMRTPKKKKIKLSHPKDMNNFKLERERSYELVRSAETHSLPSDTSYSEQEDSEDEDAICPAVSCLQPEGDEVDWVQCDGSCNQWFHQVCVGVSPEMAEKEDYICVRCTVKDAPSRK
#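 Coupled FDH/NAD⁺ fluorescence readout. KDM5BΔAP 200 nM final; compound titration, 10 min RT preincubation; substrate mix 12.5 µM H3K4me3, 25 µM 2-OG, 50 µM Fe(II), 100 µM ascorbate, 0.25 mM NAD⁺, 0.25 U/mL FDH; ΔRFU over 30 min.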
# * = called active by the depositor; ? = inconclusive; & = joins results of further samples; [ ] = remark or other dose. Potency is the fitted concentration of half-maximal effect. An excerpt (hit frequency here may not be typical).
smiles	KDM5B inhibitor
COc1ccc(Cl)cc1-n1nnc(-c2nc(-c3ccccc3)no2)c1C	3%
COc1cccc(-n2ccn(CC(=O)NCc3ccc(C)cc3)c(=O)c2=O)c1	-14%
CCn1nccc1C(=O)N1CCC(OCCOc2ccc(F)cc2)CC1	-7%
Cc1cccc(OCC(=O)Nc2c(C(=O)N3CCN(c4ccccc4)CC3)oc3ccccc23)c1	-2%
COc1cc(Nc2nc3ccccc3nc2-n2nc(C)cc2C)cc(OC)c1	5%
CCOC(=O)c1[nH]c(C=O)c(C(C)=O)c1C	1%
Cc1nc(C2CC(N)C2)cc(N2CCC(CN3CCCC3=O)CC2)n1 (stereo unspecified)	-21%
CN(C)c1ccc(/C=N/NC(=O)CNC(=O)/C=C/c2ccccc2)cc1	?
CN1c2cc(C(=O)NC3CCCC3)ccc2C(=O)N2CCCC21 (stereo unspecified)	?
COc1cccc(NC(=O)CN(CCc2ccccc2)S(=O)(=O)c2ccc(Cl)cc2)c1	?
CC1CCc2noc(NC(=O)c3ccc(F)cc3)c2C1 (stereo unspecified)	7%
Cc1cccc(Cc2cnc(NC(=O)c3ccc4c(c3)CC(c3ccccc3)OC4=O)s2)c1 (stereo unspecified)	7%
COc1ncc(CN2CC[C@@H]3OCC(=O)N(Cc4cccc(C(N)=O)c4)[C@H]3CC2)cn1	3%[86.2 µM]
CCc1noc(-c2cn(C3CCN(C(=O)c4ccc(OC)cc4C)CC3)nn2)n1	-15%
COc1ccc(OC)c(CNC(=O)Cc2ccc(NC(=O)N3CCSc4ncccc43)cc2)c1	?
O=[n+]1cc(-c2cccc(C(F)(F)F)c2)n([O-])c2c1CCCC2	-8%
O=C1NCCCCCN(C(=O)CC2CCCC2)[C@@H]2C[C@@H](C(=O)N3CCc4ccccc4C3)C[C@H]12	?
CC(=O)Nc1ccc(CN2CCC3(CC(C(C)C)=NO3)C2)cc1 (stereo unspecified)	-13%[149 µM]
Cc1ccc2nc(NCC(=O)O)nc(-c3ccccc3)c2c1	?
O=C(c1cc(COc2ccc(F)cc2F)on1)N1CC[C@@H]2CCCC[C@H]2C1	3%

# Additional results.
smiles	KDM5B inhibitor
NS(=O)(=O)c1ccc(NC(=O)CSc2nc(Nc3ccccc3)nc(N3CCOCC3)n2)cc1	30%
Cc1cn2nc(C(=O)NCCCc3ccccc3)cc2c(N2CCCC2)n1	25µM*
CN(CC1CCOC1)C(=O)Nc1ccc(F)c(Cl)c1 (stereo unspecified)	13%
CC(C)(CCO)Nc1ncnc2onc(-c3ccc(F)cc3)c12	46%[activator]
CCOC(=O)c1ccc2ncc(C(=O)OCC)c(NCCCOC(=O)c3ccccc3)c2c1	?
CN(C)C[C@@H]1CN(S(C)(=O)=O)C[C@H]1NC(=O)CCCc1ccccc1	-34%
Cc1ccc(-n2nc3n(c2=O)CCN(C(=O)c2cccc(Cl)c2)C3)cc1	6%
CCn1cc(-c2ccc(OC)cc2)cc1C(=O)NCCN1CCN(C)CC1	-17%
CC1=C[C@@H](CC#N)[C@H](C(C)C)C[C@H]1CC(=O)N1CCN(c2cnccn2)CC1	35µM*
Cc1ccc2[nH]c(=O)c3cc(C(=O)NCCc4ccc(Cl)cc4)sc3c2c1	?
COc1ccc(SCc2cc(=O)c3cc(Cl)ccc3[nH]2)cc1	-59%
O=C(Nc1ccc(NC(=O)C2CCN(c3nc4ccccc4o3)CC2)cc1)C1CC1	21%
CCn1nccc1C(=O)N1CCC(Cc2noc(C3CCOCC3)n2)C1 (stereo unspecified)	15%
COc1ccc(NC(=O)c2c(-c3ccc(C)cc3)nnc3ccccc23)c(OC)c1	-3%
N#Cc1ccccc1NC(=O)CN1CCN(S(=O)(=O)c2cccs2)CC1	?
CC(C)(C)c1ccc2c(c1)N(CC(=O)N1CCOCC1)C(=O)CO2	-12%
O=C(NCCN1CCOCC1)C(=O)Nc1cccc(N2CCCS2(=O)=O)c1	9%
COc1cc(=O)n2c(c1C(=O)Nc1cc(Cl)cc(Cl)c1)CCCC2	27%
CCCNC(=O)O[C@@H]1CC[C@]2(C)C(CC[C@H]3OC(=O)C[C@H]32)[C@]1(C)CO (stereo partly specified)	-15%[86.2 µM]
CCOc1ccccc1NC(=O)C1=C(C)Nc2ncnn2C1c1ccc(NC(C)=O)cc1 (stereo unspecified)	?

# (listing goes on)
smiles	KDM5B inhibitor
O=C(Nc1ccc2c(c1)CCC2)c1cc(F)c(F)cc1Cl	2%
Cc1cccc(NC(=O)N2CCn3nnc(CCC(=O)NC4CC4)c3C2)c1	-11%
CCn1cc(CN2CCC(N3CC(OCC4CC4)C34CCCCC4)CC2)cn1 (stereo unspecified)	-13%
COc1ccc(NC(=O)Cn2c(SCc3c(F)cccc3Cl)nc3ccncc32)cc1OC	-2%
CC1CCCCN1CCNC(=O)c1nn(C)c2c1COc1ccccc1-2 (stereo unspecified)	?
C=CCn1c(SCC(=O)O)nc2c1c(=O)[nH]c(=O)n2C	3%
CC(C)Cc1nc(OCC(N)=O)c(C#N)c2c1CCCC2	21%
O=C(COC(=O)C1(c2ccc(F)cc2)CCCC1)c1ccc(Cl)cc1	23%
O=C(OCCCS(=O)(=O)c1ccccc1)c1ccc(I)cc1	19%
COc1ccc(C2Cn3nnc(C(=O)N4CCC(C(=O)NC5CCCCC5)CC4)c3CO2)cc1 (stereo unspecified)	-6%
O=C(Nc1cccnc1)c1cnc2c(c1)N(Cc1ccccc1)CCC2	35µM*
Nc1nnnn1CC(=O)N1CCCCC1CCc1ccccn1 (stereo unspecified)	2%
CN(CC1CCOCC1)C(=O)Cc1c(F)cccc1Cl	26%
Oc1ccc(NCc2ccccc2OCc2ccccc2Cl)cc1	?
Fc1ccc(CNC(=S)Nc2ccc3ccccc3c2)cc1	-7%
O=C(NCCc1ccccc1)c1cnc2c(c1)N([S+](=O)([O-])c1cccnc1)CCC2	-10%[86.2 µM]
COCCC(=O)N1CCC(c2noc(COc3ccc(F)cc3)n2)C1 (stereo unspecified)	-5%
CC(C)[C@H](NC(=O)Cc1ccccc1)C(=O)O	-16%
O=C(CCC1CCCCC1)NC(N1CCCCC1)(C(F)(F)F)C(F)(F)F	16%
CCOc1ccccc1C(=O)Oc1c(S(=O)(=O)c2ccc(C)cc2)c(C)nn1-c1ccccc1	?

# Next part
smiles	KDM5B inhibitor
COc1ccc(Cn2c(CNS(=O)(=O)c3ccc4c(c3)CCCC4)nc3cccnc32)cc1	?
CCS(=O)(=O)Nc1ccc(C(=O)N[C@H]2C[C@@H](C(=O)OC)N(C)C2)cc1	-13%
O=C(CN1CCC2(CC1)OCCO2)Nc1ccc(F)cc1	12%
COc1ccccc1CN1CCCC2(Cc3ccccc3CNC2=O)C1 (stereo unspecified)	-1%[115 µM]
CCCNC(=O)c1cc2cc(OCC)ccc2n1C	?
CC(=O)c1cc(CC(=O)O)cs1	17%
CCCn1c(=O)n(CC(=O)NCc2nnc3n2CCCCC3)c2ccccc21	3%
O=C1/C(=C/c2ccsc2)N2CCC1CC2	4%
Cc1ccc(S(=O)(=O)N2CCC(C(=O)Nc3nnc(-c4ccc(Cl)cc4)o3)CC2)c(C)c1	11%
CN(CC1CCOCC1)C(=O)Nc1cccc(F)c1	10%
CC(=O)NC1(C)CCN(Cc2ccc(-c3cccc4ncccc34)cc2)C1 (stereo unspecified)	40µM*
CC(NC(=O)CCc1ncc(-c2ccc(F)cc2)o1)c1ccc2c(c1)NC(=O)CO2 (stereo unspecified)	9%
CC(C1CC1)N(C)C(=O)COc1ccc(C#N)cc1 (stereo unspecified)	15%
CCOc1ccc(CN(CCOC)Cc2cc(=O)n3cccc(C)c3n2)cc1	?
c1ccc(C2=NOC3(CCN(Cc4cccc5ccccc45)CC3)C2)cc1	-11%
Cc1cc(C)c(CN2CCC3(CCCN(C)C3=O)C2)c(-n2cccn2)c1 (stereo unspecified)	23%
C=CCN1CCCC(C(=O)OCC)C1 (stereo unspecified)	20%
COc1cccc(C(O)c2nc(C(=O)NCc3ccccc3)c(C)o2)c1 (stereo unspecified)	-15%[86.2 µM]
CS(=O)(=O)N(C1CC1)C1CCOC2(CCN(C(=O)CCCc3ccccc3)CC2)C1 (stereo unspecified)	15%
O=C1CCCC2=C1C(c1c(Cl)cccc1Cl)n1nnnc1N2 (stereo unspecified)	5%

# 6 compounds already listed, arranged by molecular weight, falling:
smiles	KDM5B inhibitor
COc1ccc(NC(=O)Cn2c(SCc3c(F)cccc3Cl)nc3ccncc32)cc1OC	-2%
COc1ccc(Cn2c(CNS(=O)(=O)c3ccc4c(c3)CCCC4)nc3cccnc32)cc1	?
Cc1cccc(Cc2cnc(NC(=O)c3ccc4c(c3)CC(c3ccccc3)OC4=O)s2)c1 (stereo unspecified)	7%
O=C(NCCN1CCOCC1)C(=O)Nc1cccc(N2CCCS2(=O)=O)c1	9%
CCn1cc(CN2CCC(N3CC(OCC4CC4)C34CCCCC4)CC2)cn1 (stereo unspecified)	-13%
CC(C)Cc1nc(OCC(N)=O)c(C#N)c2c1CCCC2	21%

# Other entries follow.
smiles	KDM5B inhibitor
COc1cccc(NC(=O)C2CCN(S(=O)(=O)c3c(C)noc3C)CC2)c1	-16%
Cc1ccc2nc(COc3ccc(F)cc3)[nH]c2c1	18%
COc1ccc(C(=O)NCC2Cn3cccc3C(=O)N2C)cc1OC (stereo unspecified)	4%
CCNC(=O)NC(=O)C(C)N(C)Cc1ccc(F)cc1 (stereo unspecified)	12%
CCC(C)C(=O)NC1CCN(c2cn[nH]c(=O)c2)CC1 (stereo unspecified)	-15%
O=C(NCCCc1nc2ccccc2n1Cc1ccc(Cl)cc1)c1ccco1	-11%
COc1cncc(NC(=O)C2=NO[C@@H]3CN(Cc4ccc(F)c(Cl)c4)C[C@H]23)c1	-18%[86.2 µM]
COCCn1nc2n(c1=O)CCN(C(=O)c1cncc(Br)c1)CC2	-20%
COc1ccc(-c2cc(Nc3cccc(Cl)c3)nc(C)n2)cc1	?
O=C1CSc2ccc(C(=O)Nc3cccc(C(=O)NC4CC4)c3)cc2N1	-7%
COc1cccc(N2CCN(C(=O)C3CCCN(Cc4cccnc4)CCC(=O)NCC3)CC2)c1 (stereo unspecified)	-40%
CCC(C)Cc1c(C)sc2nc(CNc3ccc(NC(C)=O)c(Cl)c3)[nH]c(=O)c12 (stereo unspecified)	?
COc1cccc(NC(=O)CN2CCN(CC(=O)Nc3ccc(F)cc3)CC2)c1	?
Cc1ccc(N=Cc2c(Cl)cccc2Cl)c(C)c1	8%
CCn1ncc(S(=O)(=O)N2CCC3(CC2)CNC(C(=O)O)C3)c1C (stereo unspecified)	-8%
Cc1cccc(Cc2c(C)nc3nc(SCC(=O)NC4CCCCC4)nn3c2C)c1	-9%
OCc1cccc[n+]1CCc1ccccc1	-7%
Cc1c(C(=O)Nc2ccc3oc(-c4cccc(F)c4)nc3c2)cccc1[N+](=O)[O-]	-26%
CCCOc1ccc(-c2nc(SCC(=O)c3ccc(Cl)cc3)n[nH]2)cc1	-11%
COc1ccc(NC(=O)C(=O)NCC(c2ccc3c(c2)OCO3)N2CCN(C)CC2)cc1 (stereo unspecified)	-24%&-10%

# Some values from above:
# Value for CC(=O)NC1(C)CCN(Cc2ccc(-c3cccc4ncccc34)cc2)C1 (stereo unspecified) in KDM5B inhibitor: 40µM*
# Value for C=CCn1c(SCC(=O)O)nc2c1c(=O)[nH]c(=O)n2C in KDM5B inhibitor: 3%
# Value for CCCOc1ccc(-c2nc(SCC(=O)c3ccc(Cl)cc3)n[nH]2)cc1 in KDM5B inhibitor: -11%
# Value for COc1cc(Nc2nc3ccccc3nc2-n2nc(C)cc2C)cc(OC)c1 in KDM5B inhibitor: 5%

# Ordered by value in KDM5B inhibitor (rising): some entries from above
SMILES	KDM5B inhibitor
CCCOc1ccc(-c2nc(SCC(=O)c3ccc(Cl)cc3)n[nH]2)cc1	-11%
O=C1CSc2ccc(C(=O)Nc3cccc(C(=O)NC4CC4)c3)cc2N1	-7%
Cc1ccc2nc(COc3ccc(F)cc3)[nH]c2c1	18%

# Next structures follow:
smiles	KDM5B inhibitor
Cc1ccc(Cl)cc1-n1ncc2c(=O)n(CC(N)=O)cnc21	?
COc1ccccc1-c1nc(C#N)c(N2CCN(C(=O)c3cccs3)CC2)o1	7%
COc1cc(C)c(CN2CCCn3nc(C(=O)N4CCCC4)cc3C2)cc1C	-10%
CC(C)c1ccc(C2C3=C(COC3=O)Nc3c2c(=O)n(C)c(=O)n3C)cc1 (stereo unspecified)	?
O=C(Nc1nnc(S(=O)(=O)N2CCCc3ccccc32)s1)c1cccc(Cl)c1	-8%
Cc1ccc2c(Sc3ccc(Cl)cc3)c(C(=O)N3CCC(C)CC3)[nH]c2c1	-20%
O=C(OCc1nc2ccccc2o1)c1ccc(Cl)c(S(=O)(=O)N2CCCCCC2)c1	8%
O=C(Cc1ccsc1)N1CCN(c2cc(-c3cccs3)[nH]n2)CC1	?
O=C(NCc1ccncc1)C1c2ccccc2C(=O)N(Cc2ccccc2)C12CCCC2 (stereo unspecified)	-3%
Cc1noc(C)c1CCC(=O)N1CC[C@@H](NC(=O)c2cnccn2)[C@H](O)C1	?
COc1ccc(CNC(=O)C(=O)Nc2cc(Cl)ccc2OC)cc1	12%
CCOCCN1C(=O)COC[C@@H]1[C@H](O)c1ccc(NC(=O)c2ccc(OC)cc2)cc1	12%[86.2 µM]
CCOc1ccc(NC(=O)C2CCc3ncc(-c4ccsc4)n3C2)cc1 (stereo unspecified)	-8%
CCC1(O)CCC12CCNCC2 (stereo unspecified)	6%
CC1(C)CC(=O)C2=C(C1)NC(=O)CC2c1ccc(Cl)cc1 (stereo unspecified)	-2%
Cc1ccc2c(c1)N(C(=O)CCC(=O)Nc1ccccc1Cl)CC(C)O2 (stereo unspecified)	2%
COCCNC(=O)C(=O)NCC(c1cccnc1)N1CCN(c2ccccc2OC)CC1 (stereo unspecified)	-1%
COc1cccc(CC(=O)N2CCc3nnc([C@@H]4C[C@@H](O)CN4C)n3CC2)c1	-15%
